Bioassay records (PubChem)
14-3-3 PPI = modulators of human 14-3-3 gamma - Raf peptide interaction | P61981 | FP, 14-3-3gamma / TMR-pS259-Raf peptide binding | inhibition, % at 40 µM | hit rate 0.19% among 160,000 | AID 422; in the data active means inhibition above about 30%;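 further: 0% = protein plus tracer without compound and 100% = blank with tracer alone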
Target sequence (P61981 whole entry, looked up): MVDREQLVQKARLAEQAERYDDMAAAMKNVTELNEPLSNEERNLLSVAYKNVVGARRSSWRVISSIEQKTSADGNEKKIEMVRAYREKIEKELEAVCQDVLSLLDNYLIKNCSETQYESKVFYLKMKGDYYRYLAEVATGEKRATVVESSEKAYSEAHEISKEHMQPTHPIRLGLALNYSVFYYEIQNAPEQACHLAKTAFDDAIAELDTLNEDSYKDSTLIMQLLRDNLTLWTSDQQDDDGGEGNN
The depositor's hits bear a star; & = joins results of further samples. The list is partial. The share of hits here may be higher or lower than overall.

SMILES	14-3-3 PPI
Clc1ccc(-c2noc(Cc3ccccc3)n2)cc1	0
Cc1ccccc1Cn1c(=O)n(CCCC(=O)NCc2ccco2)c(=O)c2ccccc21	3
CCOc1ccc(N(CC)C(=O)Cc2cn(C)c3ccccc23)cc1	-4
CCC(C(=O)NCCc1ccc(C)cc1)N1C(=O)CSc2ccc(C(C)(C)C)cc21 (configuration not stated)	-1
Cn1nccc1C(=O)Nc1nc2ccccc2s1	-4
CCCN(CCC)CCNC(=O)c1c(C)cc(=O)oc1C	3
CCOC(=O)c1nn(-c2c(C)n(C)n(-c3ccccc3)c2=O)cc1O	2
COc1ccc(Cl)cc1NC(=O)CN1CCN(C)CC1	12
COc1ccc(Br)cc1C(=O)Nc1cccc(-c2nc3ccccc3[nH]2)c1	-30
O=C(Nc1nc(-c2cccc([N+](=O)[O-])c2)cs1)c1cccnc1	-3
Cc1ccc(C(C)C)c(OCC(=O)Nc2cccc(C(F)(F)F)c2)c1	2
Cc1cccc(OC(=O)c2cccc(N3C(=O)C4CCC(C)CC4C3=O)c2)c1C (configuration not stated)	-10
CCOc1ccccc1C1C(C(=O)OC2CCCCC2)=C(C)Nc2ncnn21 (configuration not stated)	-5
O=C(CN1N=C(c2ccccc2)CCC1=O)N1CCOCC1	3
C=CCNc1nnc(-c2ccccc2)s1	-12
O=C(O)CN(Cc1ccccc1)S(=O)(=O)c1ccc(F)cc1	-6&0
Cc1ccccc1-c1coc2cc(O)ccc2c1=O	-43
CC(=O)OCCN(Cc1ccccc1)Cc1ccc2c(c1)OCO2	-9
COc1cccc(OCCNc2cc(N3CCCC3)ccc2[N+](=O)[O-])c1	-11
O=CN1CCN(C2CC(=O)N(c3ccc(F)cc3)C2=O)CC1 (configuration not stated)	-9
Cc1nc(C)c(C(=O)O)cc1C(=O)O	-22
O=C(NCCCN1CCCCCC1)c1ccc(CS(=O)(=O)Cc2ccccc2F)o1	1
O=C(Nc1ccc(I)cc1)c1cccnc1Cl	0
CCc1ccc(N2C(=O)NC3CC2(C)Oc2ccc([N+](=O)[O-])cc23)cc1 (configuration not stated)	-3
CS(=O)(=O)N1CCC(C(=O)NCCc2ccccc2)CC1	4
Cc1ccccc1Cn1ccc(NC(=O)c2nc3ncccn3n2)n1	-8
CCCCc1ccc(NC(=O)COc2cc(C)ccc2C(C)C)cc1	-15
Cc1ccc2c(c1)c(=O)c1ccccc1n2CCCC(=O)Nc1cccc(C(F)(F)F)c1	-24
O=C(OCc1ccc([N+](=O)[O-])cc1)c1cc2ccccc2oc1=O	-4
Cc1nccn1-c1nc(-c2ccc(F)cc2)cc(C(F)(F)F)n1	1
CCCC(=O)Nc1ccc(Cl)c(-c2nc3ncccc3o2)c1	-2
CCOc1ccccc1Oc1cn[nH]c1-c1ccc(OC)cc1O	-3
CCOC(=O)c1cnc2ccc(OC)cc2c1Nc1ccc(OCc2ccccc2Cl)cc1	-23
CCC(=O)Nc1cccc(-c2cn3cccc(C)c3n2)c1	31*
CCOc1ccc(S(=O)(=O)N2CCN(S(=O)(=O)c3ccc(OCC)cc3)C(C)C2)cc1 (configuration not stated)	-5
COC1=CCCC2C=CC3C(CCC4(C)C3CCC43CCC(=O)O3)C12C (configuration not stated)	0
O=c1cc(O)c2c(=O)[nH]c(=O)n(-c3ccccc3)c2[nH]1	-8
O=C(COC(=O)c1ccccn1)Nc1nccs1	2
COc1ccc(OCC(O)COc2ccc(C(=O)O)cc2)cc1 (configuration not stated)	-10
CC(=O)NCCOc1ccc(C)cc1	-6

Entries listed so far that contain a furan ring, fused or not (2):
SMILES	14-3-3 PPI
Cc1ccccc1Cn1c(=O)n(CCCC(=O)NCc2ccco2)c(=O)c2ccccc21	3
O=C(NCCCN1CCCCCC1)c1ccc(CS(=O)(=O)Cc2ccccc2F)o1	1

(continued)
SMILES	14-3-3 PPI
CCOC(=O)c1[nH]c2ccc(OCC)cc2c1NC(=O)CN1CCC2(CC1)OCCO2	-7
C=CCc1cccc2ccc(=O)oc12	-8
CCSc1nc2c(c(=O)n1-c1ccc(Br)cc1)SCC2	-1
CC(=O)c1cccc(NC(=O)C2CCN(S(=O)(=O)c3ccc(Br)s3)CC2)c1	-4
O=C(Nc1nc2n(n1)C(c1ccccc1)CC(c1ccc(Cl)cc1)N2)c1ccco1 (configuration not stated)	5
Cc1ccccc1CS(=O)(=O)CCC(=O)NC(C)C	3
O=C(Nc1ccc2c(c1)OCO2)N1c2ccccc2Sc2ccccc21	-3
CCC(=O)N1CCc2cc(Br)cc(S(=O)(=O)NCCCOC)c21	-6
Cc1cccc(CC(=O)NCCn2c(C)cc3ccccc32)c1	11
COc1ccc(-c2n[nH]c3c2C(c2ccccc2F)N(c2ccccc2)C3=O)cc1 (configuration not stated)	8
C=C(C)Cn1c(-c2cccs2)nc2ccccc21	-1
Cc1ccc(N(C)S(=O)(=O)c2ccc3[nH]cc(C(=O)N4CCc5ccccc5C4)c(=O)c3c2)cc1C	-14
Cc1ccc(NC(=O)c2cc3c(=O)oc4ccccc4c3n2C)cc1F	2
COc1cccc(NC(=O)C2c3ccccc3C(=O)N(C)C2c2ccc(OC)c(OC)c2)c1 (configuration not stated)	-5
COCCCNC(=O)CCCn1c(=O)c2ccccc2n(CC(=O)Nc2c(C)cc(C)cc2C)c1=O	-17
COc1cccc(C(=O)Oc2ccc(N3C(=O)C4CCCCC4C3=O)cc2)c1 (configuration not stated)	-5
Cc1c(C(=O)NC(C)C)oc2c1-c1[nH]ncc1CC2	-12
Cc1ccc(C(=O)Nc2ccc(Br)cc2)cc1S(=O)(=O)Nc1ccc(Br)cc1	-4
COC(=O)COc1ccc(C(=O)OC)cc1	0
CSc1nnc2c(n1)OC(c1ccccc1F)N(C(C)=O)c1ccccc1-2 (configuration not stated)	-3
S=c1oc(-c2ccncc2)nn1CCc1ccncc1	-10&-24
CCNC(=O)NC(C(=O)OC)C12CC3CC(CC(C3)C1)C2 (configuration not stated)	-7
C/C(Cl)=C\CNC(C)c1ccccc1 (configuration not stated)	2
COc1ccc(C(=O)N(c2ccc(C)cc2)S(=O)(=O)c2ccc(C)cc2)cc1	6
COC(=O)C1=C(N)N(c2ccccc2[N+](=O)[O-])C2=C(C(=O)CCC2)C1c1ccc(OC)cc1 (configuration not stated)	0
CCN(CC)S(=O)(=O)c1ccc(NC(=O)CN(c2cccc(F)c2)S(C)(=O)=O)cc1	0
COc1cccc(NC(=O)NCCCN2CCN(c3ccc(F)cc3)CC2)c1	4
c1ccc(N(c2ccccc2)c2nc(N3CCCC3)nc(-n3ccnc3)n2)cc1	6
CC(C)(C)C(=O)C1C(c2ccccc2)C(C#N)(C#N)C2c3ccccc3C=CN12 (configuration not stated)	-16
O=C(Nc1ccc(Br)cc1)C1C2C=CC3(O2)C1C(=O)N(Cc1ccccc1F)C3C(=O)NC1CCCCC1 (configuration not stated)	-2
CCOc1ccccc1NC(=O)c1ccc(NC(=O)C2CCCO2)cc1 (configuration not stated)	-7
O=C(CSc1nnnn1-c1ccccc1)N1CCN(C(=O)c2ccco2)CC1	3
O=C(c1cc2cc3ccc(Cl)cc3nc2o1)N1CCCCCC1	0
Cc1ccc(-c2[nH]c(=O)n3ccncc23)s1	-12
COc1ccc(CCNc2oc(COc3ccc(F)cc3)nc2C#N)cc1	-14
Cc1ccccc1CN1C(=O)C(O)(CC(=O)c2ccncc2)c2ccccc21 (configuration not stated)	0
N=C(N)c1ccc(OC(F)(F)F)cc1	-11
COC(=O)C1=CN(C(C)C)C=C(C(=O)OC)C1c1cc2c(cc1Br)OCO2	1&-1
Fc1ccc(-c2cc(C(F)(F)F)nc(N3CCN(Cc4ccccc4)CC3)n2)cc1	-5
CC(=O)Oc1ccccc1N1C(=O)c2ccc(C(=O)O)cc2C1=O	5

Among those listed so far, these have a CF3 group.
SMILES	14-3-3 PPI
Cc1ccc(C(C)C)c(OCC(=O)Nc2cccc(C(F)(F)F)c2)c1	2
Cc1ccc2c(c1)c(=O)c1ccccc1n2CCCC(=O)Nc1cccc(C(F)(F)F)c1	-24
Cc1nccn1-c1nc(-c2ccc(F)cc2)cc(C(F)(F)F)n1	1
N=C(N)c1ccc(OC(F)(F)F)cc1	-11
Fc1ccc(-c2cc(C(F)(F)F)nc(N3CCN(Cc4ccccc4)CC3)n2)cc1	-5

14-3-3 PPI: what is marked active above.
SMILES	14-3-3 PPI
CCC(=O)Nc1cccc(-c2cn3cccc(C)c3n2)c1	31*

More compounds follow.
SMILES	14-3-3 PPI
Cc1cc(C)c2c(=O)cc(C(F)(F)F)oc2c1	2
c1ccc2[nH]c(SN3CCCCC3)nc2c1	1
COC(=O)C1=C(C)N(C2CCCC2)C(=O)C1(NC(C)=O)C(F)(F)F (configuration not stated)	4
O=C1CCCC2=C1C(c1ccccc1O)C1=C(CCCC1=O)O2	-8
O=C(Cn1c(NCCO)nc2ccccc21)c1ccco1	-4&5
COc1ccc(CCNC(=O)C(=O)Nc2cccc(Br)c2)cc1	4
CCOc1cc2c(cc1C(C)(C)C)NC(=O)CS2	4
c1ccc(CSc2nnc(-c3ccco3)o2)cc1	-9
CCS(=O)(=O)N1CCC(C(=O)NCCCN2CCC(Cc3ccccc3)CC2)CC1	-15
CC(C)n1c(-c2ccc(N(C)C)cc2)nc2ccccc21	-8
CC(C)CCNC(=O)CCCn1c(=O)[nH]c2ccc(Br)cc2c1=O	1
CCc1ccc(NC(=O)c2ccc(NCc3ccccc3OC)c([N+](=O)[O-])c2)cc1	-4
O=C(CCC1N=C2c3ccccc3N=C(SCc3cccc([N+](=O)[O-])c3)N2C1=O)NCc1ccco1 (configuration not stated)	-13
CCOc1ccc(OCC)c(NS(=O)(=O)c2ccc3c(c2)CC(C)N3C(C)=O)c1 (configuration not stated)	-4
Cc1cc(C(=O)COC(=O)CCCN2C(=O)c3ccccc3C2=O)c(C)n1C	-4
COc1ccc(NC(=O)c2ccc3c(c2)C(=O)N(c2ccc(OC)cc2[N+](=O)[O-])C3=O)c([N+](=O)[O-])c1	-8
O=C(NCc1ccccc1)NC1(C(=O)N2CCN(c3ccccc3)CC2)CCCCC1	-4
CCOC(=O)c1ccccc1NC(=O)C1COc2ccccc2O1 (configuration not stated)	-6&1
COc1ccc(NC(=O)Cc2ccc(Cl)cc2)cc1NC(=O)c1ccco1	-2
CCOC(=O)C(NC(=O)c1ccco1)(Nc1sc2c(c1C#N)CCC(C)C2)C(F)(F)F (configuration not stated)	0
CCCCOc1ccc(-c2nc(-c3cccnc3)no2)cc1	-8
COc1ccc(C(=O)NCc2cccnc2)cc1S(=O)(=O)N1CCOCC1	-6
Cc1ccc(CNC(=O)CCNC(=O)Cn2ccc3ccccc3c2=O)cc1	-3
Cc1ccc(N2C(=O)c3oc4ccccc4c(=O)c3C2c2cccc(O)c2)nc1 (configuration not stated)	-4
O=c1[nH]c2ccc(Br)cc2c(-c2ccccc2)c1N1CCOCC1	5&3
O=C(O)c1c[nH]c2ccc(S(=O)(=O)N3CCN(c4ccc(F)cc4)CC3)cc2c1=O	-1
c1cncc(-c2nnc(SCc3nc4ccccc4[nH]3)o2)c1	-8
CCCC1(c2ccccc2)NC(=O)N(CC(=O)c2[nH]c(C)c(C(=O)OCC)c2C)C1=O (configuration not stated)	-2
O=C1C2C3C=CC(C4CC34)C2C(=O)N1Cc1ccc(F)cc1 (configuration not stated)	-12
CCc1ccc(-n2c(=O)c3ccccc3n(CC(=O)N3CCC(C)CC3)c2=O)cc1	7

Ordered by molar mass (lowest first): some entries from above
SMILES	14-3-3 PPI
O=c1cc(O)c2c(=O)[nH]c(=O)n(-c3ccccc3)c2[nH]1	-8
COc1ccc(CCNc2oc(COc3ccc(F)cc3)nc2C#N)cc1	-14
Cc1ccccc1Cn1c(=O)n(CCCC(=O)NCc2ccco2)c(=O)c2ccccc21	3

The results go on:
SMILES	14-3-3 PPI
COC(=O)c1ccccc1NC(=O)Cn1cc(Br)cn1	-5
O=C(c1ccc([N+](=O)[O-])cc1)N1N=C(C(F)(F)F)CC1(O)c1ccncc1 (configuration not stated)	-3
O=c1cc(N2CCC3(CC2)OCCO3)[nH]c(=O)n1-c1ccc(Br)cc1	-3
CCc1ccc(NC(=O)CCCn2nc([N+](=O)[O-])c(Cl)c2C)cc1	-6
Cc1cc(=O)[nH]c(SCC(=O)Nc2cccc(C(F)(F)F)c2)n1	1&-6
CCN(CC)CCn1c2ccccc2c2nc(C)sc21	-8&-12
CCN(CC)c1ccc(C2C(C(=O)OC3CCCC3)=C(C)NC3=C2C(=O)CC(C)(C)C3)cc1 (configuration not stated)	7
Cc1ccc(S(=O)(=O)NC(=O)NCc2ccccn2)cc1	10
O=C(CCN1C(=O)C2C3C=CC(C3)C2C1=O)N1CCOCC1 (configuration not stated)	-4
Nc1ccccc1N1C(=O)c2ccccc2C1=O	3
Nn1c(SCc2ccccc2)nnc1-c1ccco1	-1
CC(=O)Oc1ccc(C2C(C(=O)c3ccccc3)N3c4ccc(Cl)cc4C=CC3C2(C#N)C#N)cc1 (configuration not stated)	-174
CN(Cc1nc(-c2ccccn2)no1)S(=O)(=O)c1ccc(Cl)cc1	-8
O=C1c2ccccc2C2(O)N(c3ccccc3)C(=S)N(c3ccccc3)C12O (configuration not stated)	-2
C=CCN(c1ccccc1)S(=O)(=O)c1ccc(F)c(C(=O)Nc2ccc(CC)cc2)c1	-11
O=C(CCN1N=C(c2ccccc2)CCC1=O)N1CCCC1	-3
CC(=O)N(c1cccc(C)c1)C1SC(=O)N(c2ccccc2)C1=O (configuration not stated)	6
O=C(NCc1ccccc1)c1ccc([N+](=O)[O-])cc1SCc1ccccc1	-4
CNc1nc(C)c(C#N)cc1C(C)=O	-4
CCc1ccc(CNC(=O)Cn2nc(-c3ccc(Cl)cc3)ccc2=O)cc1	-8
COc1cc2c(cc1OC)-c1cc(NC3CC3)nc(=O)n1CC2	-5
CSc1ccc(C2Nc3ccccc3NC3=C2C(=O)CC(c2ccccc2)C3)cc1 (configuration not stated)	1
CN(Cc1ccccc1)Cc1nc2c([nH]1)c(=O)[nH]c(=O)n2C	0
CCN(CC)CCn1c(=S)sc2c(=O)n(-c3ccccc3)c(=S)[nH]c21	-7
